HSF1 inh: HSF1 inhibition | NIH3T3-HGL HSE-luciferase, MG132-induced, luminescence 8 h; hits give low values | activity change, negative = inhibition, % at 7.5 µM (by protocol) | actives 0.77% (n = 300,000);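 active = more than half of replicate wells show activity change below -50%, luminescence cut by over half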;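 note: luciferase reports HSF-1 transcriptional activity via heat shock element; 0% = median of DMSO wells and -100% = zero luminescence signal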
HSP90 refold inh: inhibitors of HSP90 luciferase refolding in rabbit reticulocyte lysate. luciferase refolding luminescence, 3 h. inhibition, % at 5.6 µM. actives 0.91% (n = 290,000). AID 1789;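 active = inhibition above the screen-wide mean plus 3 SD, computed separately per campaign, cut at about 16% in these data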;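 note: 0% = DMSO wells and 100% = 60 µM geldanamycin wells; inhibitors lower the luminescence because luciferase stays unfolded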
KLF5 inhibitor: kruppel-like factor 5 inhibition; DLD-1 KLF5 promoter-luciferase reporter, luminescence; actives 0.23% (n = 290,000); inhibition, % at 5 µM; AID 1700;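 active = inhibition above a per-plate limit of that plate's mean compound inhibition plus 3 SD, cut at about 60% in these data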;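 note: 0% = DMSO wells and 100% = LY294002 at 200 µM; higher means less KLF5 promoter-driven luciferase light; inactives centre near -14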
IEC-6 tox: kills IEC-6 intestinal cells in KLF5 counter-screen; IEC-6 cytotoxicity, luminescence viability; inhibition, % at 5 µM; actives 0.78% (n = 290,000); AID 1825; in the data active = inhibition above about 22%;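 note: 0% = plate median of test compound wells and 100% = cytotoxic reference compound wells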
GSK3beta inhib: blocks human GSK3beta kinase activity | GST-GSK3beta kinase, ADP-Glo luminescence, 60 min; hits give low values | activity score (negative = inhibition), % at 10 µM | actives 0.038% (n = 300,000);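 active = more than half of replicate wells score below -50%, meaning over 50% inhibition versus plate controls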;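 note: 0% = median DMSO wells and -100% = median GW8510 positive control wells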
Target sequence (P49841 whole entry, looked up): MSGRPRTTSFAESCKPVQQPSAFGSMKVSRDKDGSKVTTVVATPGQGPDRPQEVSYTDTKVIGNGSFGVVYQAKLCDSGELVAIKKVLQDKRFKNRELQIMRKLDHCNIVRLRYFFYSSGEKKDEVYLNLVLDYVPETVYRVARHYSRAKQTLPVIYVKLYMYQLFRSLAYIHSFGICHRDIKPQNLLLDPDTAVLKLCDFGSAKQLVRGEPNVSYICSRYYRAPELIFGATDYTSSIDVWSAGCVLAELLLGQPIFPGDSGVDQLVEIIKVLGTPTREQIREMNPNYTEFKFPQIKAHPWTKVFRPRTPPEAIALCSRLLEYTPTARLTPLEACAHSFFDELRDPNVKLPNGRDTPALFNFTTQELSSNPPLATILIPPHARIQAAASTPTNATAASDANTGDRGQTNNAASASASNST
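Test system: GST-tagged human GSK3beta kinase, cell-free; evaluation: activity score scaled between in-plate DMSO and GW8510 controls; measured by: ADP-Glo luminescence; incubation: 60 min reaction, RT; benchmarks: DMSO and 20 µM GW8510; reagent: peptide substrate plus 25 µM ATP (final); medium: Tris/MgCl2 kinase buffer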
Platelet DG rel: modulates dense granule release in human platelets | human platelet-rich plasma, SFLLRN dense granule ATP release, luminescence | inhibition, %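 (compounds screened at 7.5 µM in platelet-rich plasma)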 | actives 0.22% (n = 300,000) | AID 1663;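 active = mean replicate score, as percent of positive control, at or above 50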
GSK3A inh: inhibitors of human GSK-3 alpha kinase. actives 0.1% (n = 320,000). AID 2650. inhibition, % at 10 µM. ADP-Glo luminescence, 60 min;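 in the data active = inhibition above about 50%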;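 note: GST-tagged GSK-3 alpha with peptide substrate and 25 µM ATP; 0% = DMSO neutral wells and 100% = GW8510 positive control wells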
Target sequence (P49840 whole entry, looked up): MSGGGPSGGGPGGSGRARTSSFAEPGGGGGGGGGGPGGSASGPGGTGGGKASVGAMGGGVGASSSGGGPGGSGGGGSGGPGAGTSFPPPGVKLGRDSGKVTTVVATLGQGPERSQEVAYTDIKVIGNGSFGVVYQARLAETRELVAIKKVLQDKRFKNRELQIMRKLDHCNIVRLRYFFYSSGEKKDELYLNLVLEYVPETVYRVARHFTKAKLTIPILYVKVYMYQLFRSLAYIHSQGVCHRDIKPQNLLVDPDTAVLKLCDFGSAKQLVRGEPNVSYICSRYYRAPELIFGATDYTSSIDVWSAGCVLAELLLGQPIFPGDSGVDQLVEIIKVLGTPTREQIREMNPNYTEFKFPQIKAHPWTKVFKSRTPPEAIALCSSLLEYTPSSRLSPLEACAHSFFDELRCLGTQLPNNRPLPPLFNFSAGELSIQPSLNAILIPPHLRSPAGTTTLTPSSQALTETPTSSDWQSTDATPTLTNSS
aSyn 5UTR inh: 5' untranslated region of α-synuclein, MLPCN primary screen; AID 1813; actives 0.82% (n = 300,000); alpha-synuclein 5'UTR reporter, inhibitor activity; inhibition, % (tested at 7.5 µM); in the data active = inhibition above about 60%;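 note: H4 neuroglioblastoma cells stably carrying SNCA 5'UTR luciferase fusion; 0% = DMSO wells and 100% = positive control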
HSF1 activator: increases HSF-1 driven luciferase reporter signal; actives 1.7% (n = 300,000); NIH3T3-HGL HSF-1 luciferase reporter, MG132, 8 h; 100% = twice DMSO control signal; activation, % at 9 µM; AID 504408;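 active = mean replicate activation of at least 50% with a set share of replicates each reaching 50%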;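 note: 0% = median of the neutral control wells and 100% = twice that signal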
DYRK1A inh: blocks rat Dyrk1A kinase activity | ADP-Glo luminescence, NFATc1 peptide | inhibition, % at 12.5 µM | actives 0.43% (n = 310,000); in the data active = inhibition above about 50%;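 note: plate controls were vehicle with enzyme for no effect and no enzyme for full effect; many of its hits are not listed in these tables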
Numbers without * were called inactive. The list is partial (hit frequency here may not be typical).

Results for Cc1ccc(CNC(=O)c2nnn(CC(=O)Nc3cc(C)cc(C)c3)c2N)cc1 ?
HSF1 inh: -2; HSP90 refold inh: -2; KLF5 inhibitor: -32; IEC-6 tox: 0; GSK3beta inhib: 4; Platelet DG rel: 11; GSK3A inh: -1; aSyn 5UTR inh: 34; HSF1 activator: 0; DYRK1A inh: 0

How did Cc1ccc(CN(C(=O)c2c(F)cccc2F)C2CC(C)(C)NC(C)(C)C2)o1 do in these assays?
HSF1 inh: -6; HSP90 refold inh: 1; KLF5 inhibitor: 5; IEC-6 tox: -4; GSK3beta inhib: 1; Platelet DG rel: -9; GSK3A inh: 0; aSyn 5UTR inh: -8; HSF1 activator: -5; DYRK1A inh: -2

Results for O=C(c1ccco1)N1CCCC(c2nc3c(nnn3Cc3ccc(Cl)cc3Cl)c(=O)[nH]2)C1 (stereo not drawn) ?
HSF1 inh: 10; HSP90 refold inh: -4; KLF5 inhibitor: -20; IEC-6 tox: -4; GSK3beta inhib: -7; Platelet DG rel: -2; GSK3A inh: 1; aSyn 5UTR inh: 2; HSF1 activator: 14; DYRK1A inh: -3

How did COc1ccc(S(=O)(=O)N(C)C)cc1NC(=O)c1ccc(OCC(=O)N2CCOCC2)c(OC)c1 do in these assays?
HSF1 inh: -3; GSK3beta inhib: -2; Platelet DG rel: 20; aSyn 5UTR inh: -4; HSF1 activator: -6; DYRK1A inh: 2

Results for O=C(Nc1ccccc1-c1ccccc1)c1ccccc1Br ?
HSF1 inh: 0; HSP90 refold inh: -1; KLF5 inhibitor: -19; IEC-6 tox: 3; GSK3beta inhib: 1; Platelet DG rel: 1; GSK3A inh: -2; aSyn 5UTR inh: 17; HSF1 activator: 18; DYRK1A inh: -4

Results for S=c1[nH]nc(-c2ccc3ccccc3n2)n1-c1ccc2ncccc2c1 ?
HSF1 inh: -10; HSP90 refold inh: 6; KLF5 inhibitor: -16; IEC-6 tox: -6; GSK3beta inhib: 12; Platelet DG rel: 4; GSK3A inh: 8; aSyn 5UTR inh: -12; HSF1 activator: 0; DYRK1A inh: 6

How did Cc1cc(C(=O)NNC(=S)Nc2cccc(C(F)(F)F)c2)nn1C do in these assays?
HSF1 inh: 7; HSP90 refold inh: -4; KLF5 inhibitor: -1; IEC-6 tox: -4; GSK3beta inhib: 2; Platelet DG rel: -7; GSK3A inh: -1; aSyn 5UTR inh: -16; HSF1 activator: 10; DYRK1A inh: -5

Results for CC1Cc2ccccc2N1C(=O)CCS(=O)(=O)c1cccs1 (stereo not drawn) ?
HSF1 inh: 7; HSP90 refold inh: 2; KLF5 inhibitor: -29; IEC-6 tox: -2; GSK3beta inhib: -3; Platelet DG rel: -12; GSK3A inh: 7; aSyn 5UTR inh: -11; HSF1 activator: 20; DYRK1A inh: 4

What do the screens show for `COCCc1ncc(CN2CCC(C(=O)Nc3cccc(-c4cscn4)c3)CC2)cn1`?
HSF1 inh: -2; HSP90 refold inh: -5; KLF5 inhibitor: -12; IEC-6 tox: 1; GSK3beta inhib: 3; Platelet DG rel: 0; GSK3A inh: 1; aSyn 5UTR inh: 10; HSF1 activator: -2; DYRK1A inh: -3

How did CS(=O)(=O)c1nc(S(=O)(=O)c2ccc(Cl)cc2)c(N2CCOCC2)s1 do in these assays?
HSF1 inh: 6; HSP90 refold inh: -1; KLF5 inhibitor: -49; IEC-6 tox: -14; GSK3beta inhib: 0; Platelet DG rel: -4; GSK3A inh: 0; aSyn 5UTR inh: -75; HSF1 activator: 14; DYRK1A inh: 4

How did O=C1C=C(c2ccc3c(c2)OCO3)CCC1 do in these assays?
HSF1 inh: -5; GSK3beta inhib: -14; Platelet DG rel: -4; GSK3A inh: -2; aSyn 5UTR inh: 7; HSF1 activator: 2; DYRK1A inh: 66*

Results for O=c1c2ccccc2nnn1CSc1ccc2c(c1)OCCO2 ?
HSF1 inh: 49; HSP90 refold inh: 1; KLF5 inhibitor: -195; IEC-6 tox: -2; GSK3beta inhib: 0; Platelet DG rel: -1; GSK3A inh: -2; aSyn 5UTR inh: -145; HSF1 activator: 76*; DYRK1A inh: 37

What do the screens show for `N=C1/C(=C\c2ccc(OC(=O)c3ccccc3)cc2)C(=O)N=C2SC(N3CCOCC3)=NN12`?
HSF1 inh: 7; HSP90 refold inh: -2; KLF5 inhibitor: -15; IEC-6 tox: 4; GSK3beta inhib: 1; Platelet DG rel: 0; GSK3A inh: 0; aSyn 5UTR inh: 5; HSF1 activator: 0; DYRK1A inh: 0

What do the screens show for `COc1ccc(CN2CCNC(=O)C2CC(=O)NC2CCCCCCC2)cc1OC` (stereo not drawn)?
HSF1 inh: -3; HSP90 refold inh: 1; KLF5 inhibitor: -15; IEC-6 tox: 5; GSK3beta inhib: 2; Platelet DG rel: 2; GSK3A inh: 0; aSyn 5UTR inh: -6; HSF1 activator: 7; DYRK1A inh: 0

Results for Cc1cc(C)cc(N2CC(C(=O)OCC(=O)Nc3cc(C)on3)CC2=O)c1 (stereo not drawn) ?
HSF1 inh: 0; HSP90 refold inh: -4; KLF5 inhibitor: -27; IEC-6 tox: 10; GSK3beta inhib: -3; Platelet DG rel: -2; GSK3A inh: 0; aSyn 5UTR inh: 15; HSF1 activator: -8; DYRK1A inh: -5

What do the screens show for `COC(=O)c1sccc1NC(=O)Cn1cnc2c1c(=O)n(C)c(=O)n2C`?
HSF1 inh: 1; HSP90 refold inh: 10; KLF5 inhibitor: -19; IEC-6 tox: -3; GSK3beta inhib: 0; Platelet DG rel: -2; GSK3A inh: 1; aSyn 5UTR inh: -3; HSF1 activator: -2; DYRK1A inh: 2

What do the screens show for `Cc1cccc(Nc2nc(-c3ccc(O)cc3O)cs2)n1`?
HSF1 inh: 3; HSP90 refold inh: 2; KLF5 inhibitor: -131; IEC-6 tox: 4; Platelet DG rel: -6; GSK3A inh: 1; aSyn 5UTR inh: -126; HSF1 activator: 37; DYRK1A inh: 14

What do the screens show for `Cc1ccc(S(=O)(=O)N2CCOC2CNC(=O)C(=O)NCc2ccccn2)cc1` (stereo not drawn)?
HSF1 inh: 1; HSP90 refold inh: 5; KLF5 inhibitor: -28; IEC-6 tox: 3; GSK3beta inhib: 3; Platelet DG rel: 2; GSK3A inh: 6; aSyn 5UTR inh: 7; HSF1 activator: 1

How did CC1CCN(S(=O)(=O)c2cn(CC(=O)Nc3ccc(C#N)cc3)cn2)CC1 do in these assays?
HSF1 inh: -4; HSP90 refold inh: 0; KLF5 inhibitor: -13; IEC-6 tox: 9; GSK3beta inhib: 0; Platelet DG rel: 6; GSK3A inh: 0; aSyn 5UTR inh: 6; HSF1 activator: 0; DYRK1A inh: 10

Results for O=C(Nc1nnc(-c2ccc(Cl)s2)o1)C1CCCCC1 ?
HSF1 inh: 1; HSP90 refold inh: 1; KLF5 inhibitor: -36; IEC-6 tox: -1; GSK3beta inhib: 4; Platelet DG rel: -6; GSK3A inh: 0; aSyn 5UTR inh: -63; HSF1 activator: 6; DYRK1A inh: 1

Results for Cc1ccc(S(=O)(=O)N2CCN(C(=O)c3ccccc3)CC2)c(C)c1NS(C)(=O)=O ?
HSF1 inh: -2; HSP90 refold inh: 0; KLF5 inhibitor: -5; IEC-6 tox: -8; GSK3beta inhib: 4; Platelet DG rel: -6; GSK3A inh: -2; aSyn 5UTR inh: -8; HSF1 activator: -8; DYRK1A inh: 10

Results for CC(C)Cn1c(SCC(=O)N2CCCCC2)nc2ccccc2c1=O ?
HSF1 inh: -2; HSP90 refold inh: 2; KLF5 inhibitor: -12; IEC-6 tox: 6; GSK3beta inhib: 4; Platelet DG rel: 8; GSK3A inh: 1; aSyn 5UTR inh: 6; HSF1 activator: -2; DYRK1A inh: 11

How did COc1ccc(CN2CCNC(=O)C2CC(=O)NCc2cnn(C)c2)cc1OC (stereo not drawn) do in these assays?
HSF1 inh: -2; HSP90 refold inh: -1; KLF5 inhibitor: 10; IEC-6 tox: 2; GSK3beta inhib: 7; Platelet DG rel: -2; GSK3A inh: -3; aSyn 5UTR inh: 10; HSF1 activator: 7; DYRK1A inh: -4

Results for CC1Sc2ccc(S(=O)(=O)CCC(=O)Nc3ccccc3Cl)cc2NC1=O (stereo not drawn) ?
HSF1 inh: 1; HSP90 refold inh: -2; KLF5 inhibitor: -29; IEC-6 tox: -10; GSK3beta inhib: 1; Platelet DG rel: 1; GSK3A inh: -1; aSyn 5UTR inh: 1; HSF1 activator: 5; DYRK1A inh: -1

How did CC(CC(=O)NCC1CCCO1)c1ccccc1 (stereo not drawn) do in these assays?
HSF1 inh: -2; HSP90 refold inh: 1; KLF5 inhibitor: -3; IEC-6 tox: -5; GSK3beta inhib: -2; Platelet DG rel: 13; GSK3A inh: 2; aSyn 5UTR inh: 10; HSF1 activator: 14; DYRK1A inh: 1

How did Cc1csc(N2CCc3ccccc32)n1 do in these assays?
HSF1 inh: 0; HSP90 refold inh: 0; KLF5 inhibitor: 4; IEC-6 tox: 6; GSK3beta inhib: 4; Platelet DG rel: -3; GSK3A inh: -5; aSyn 5UTR inh: -37; HSF1 activator: -8; DYRK1A inh: 1

Results for CS(=O)(=O)c1cccc(C(=O)NCc2ccccc2)c1 ?
HSF1 inh: -9; HSP90 refold inh: 2; KLF5 inhibitor: -24; IEC-6 tox: -2; GSK3beta inhib: -3; Platelet DG rel: -9; GSK3A inh: -4; aSyn 5UTR inh: 1; HSF1 activator: -4; DYRK1A inh: 3

What do the screens show for `O=C(Nc1ccccc1Cl)OC1CCCCC1`?
HSF1 inh: 9; HSP90 refold inh: -2; KLF5 inhibitor: -24; IEC-6 tox: -2; GSK3beta inhib: 5; Platelet DG rel: 3; GSK3A inh: -1; aSyn 5UTR inh: -51; HSF1 activator: 25; DYRK1A inh: -2

What do the screens show for `CCOC(=O)c1ccc(NC(=S)NCCCN2CCCCC2)cc1`?
HSF1 inh: 3; HSP90 refold inh: -2; KLF5 inhibitor: 15; IEC-6 tox: -2; GSK3beta inhib: -3; Platelet DG rel: 4; GSK3A inh: 2; aSyn 5UTR inh: 17; HSF1 activator: 14; DYRK1A inh: 8

What do the screens show for `CC(=O)c1ccc(Oc2cc(C)nc(NCc3ccccc3)n2)cc1`?
HSF1 inh: -2; HSP90 refold inh: 2; KLF5 inhibitor: -7; IEC-6 tox: 0; GSK3beta inhib: 1; Platelet DG rel: 2; GSK3A inh: -2; aSyn 5UTR inh: 12; HSF1 activator: 0; DYRK1A inh: 0

Results for CCCCn1c(-c2cccc3ccccc23)nc2cc3[nH]c(=O)c(C(C)C)nc3cc21 ?
HSF1 inh: 16; HSP90 refold inh: 5; KLF5 inhibitor: -4; IEC-6 tox: 5; GSK3beta inhib: -4; Platelet DG rel: -4; GSK3A inh: -2; aSyn 5UTR inh: -30; HSF1 activator: 37; DYRK1A inh: -7

What do the screens show for `Cc1ccccc1NC(=O)NCc1ccccn1`?
HSF1 inh: -2; GSK3beta inhib: 2; Platelet DG rel: -1; GSK3A inh: -2; aSyn 5UTR inh: 8; HSF1 activator: 5; DYRK1A inh: 7

Screens from PubChem BioAssay.
